From PubChem
SRC1 inh: human NCOA1 inhibition | Q15788 | HEK293 GAL4-SRC1 luciferase reporter, luminescence | inhibition, % at 3.6 µM | 360,000 compounds, 0.12% hits;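 active = inhibition above the campaign mean plus 3 SD, with each screening campaign given its own cutoff, cut at about 60% in these data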;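 also: 0% = DMSO treated cells and 100% = gossypol at 36 µM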
NCOA3 inh: inhibitors of human steroid receptor coactivator 3 (SRC3). Q9Y6Q9. HEK293 GAL4-SRC3 luciferase reporter, luminescence. inhibition, % at 3.6 µM. 360,000 compounds, 0.17% hits. AID 588352;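 active = inhibition above a per-campaign cutoff, the mean of all compounds plus 3 SD, cut at about 60% in these data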;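 also: 0% = DMSO-treated cells and 100% = gossypol-treated cells at 36 µM; higher means less SRC3-driven luciferase light from the GAL4 reporter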
NR2F2 inh: blocks human COUP-TFII nuclear receptor; P24468; HEK293T NGFI-A luciferase reporter, luminescence; inhibition, % at 8.6 µM; 370,000 compounds, 0.7% hits; AID 686940;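 active = inhibition above a per-plate cutoff, mean inhibition of test wells between control levels plus 3 SD, cut at about 38% in these data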;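 also: cells cotransfected with COUP-TFII expression vector driving the NGFI-A reporter; 0% = median of COUP-TF2 test wells and 100% = reporter-only cells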
LMP1 NFkB inh: Epstein-Barr LMP1 NF-kappaB reporter inhibition; inhibition, % at 12.5 µM; LMP1-induced NF-kappaB luciferase reporter cells, luminescence; 350,000 compounds, 0.69% hits; AID 504558; in the data active = inhibition above about 41%;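 also: 0% = neutral control wells and 100% = reference inhibitor control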
LRH-1 inv ag: suppresses constitutive activity of human LRH-1 | O00482 | HEK293T StAR-luciferase reporter, LRH-1 transfected, 24 h | inhibition, % at 3.6 µM | 360,000 compounds, 0.13% hits | AID 602396;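 active = inhibition above the mean inhibition of all tested compounds plus 3 SD, cut at about 73% in these data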;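 also: 0% = DMSO wells and 100% = reporter-only cells lacking LRH-1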
SRC2 inh: inhibits human steroid receptor coactivator 2; HEK293 GAL4-SRC2 luciferase reporter, luminescence; inhibition, % at 9 µM; 370,000 compounds, 0.17% hits; Q15596; AID 651957;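 active = inhibition above the mean inhibition of all tested compounds plus 3 SD, set per campaign, cut at about 52% in these data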;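 also: 0% = DMSO treated cells and 100% = cells given Gossypol at 36 µM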
Target sequence (Q15596 whole entry, looked up, the tested form may be a part): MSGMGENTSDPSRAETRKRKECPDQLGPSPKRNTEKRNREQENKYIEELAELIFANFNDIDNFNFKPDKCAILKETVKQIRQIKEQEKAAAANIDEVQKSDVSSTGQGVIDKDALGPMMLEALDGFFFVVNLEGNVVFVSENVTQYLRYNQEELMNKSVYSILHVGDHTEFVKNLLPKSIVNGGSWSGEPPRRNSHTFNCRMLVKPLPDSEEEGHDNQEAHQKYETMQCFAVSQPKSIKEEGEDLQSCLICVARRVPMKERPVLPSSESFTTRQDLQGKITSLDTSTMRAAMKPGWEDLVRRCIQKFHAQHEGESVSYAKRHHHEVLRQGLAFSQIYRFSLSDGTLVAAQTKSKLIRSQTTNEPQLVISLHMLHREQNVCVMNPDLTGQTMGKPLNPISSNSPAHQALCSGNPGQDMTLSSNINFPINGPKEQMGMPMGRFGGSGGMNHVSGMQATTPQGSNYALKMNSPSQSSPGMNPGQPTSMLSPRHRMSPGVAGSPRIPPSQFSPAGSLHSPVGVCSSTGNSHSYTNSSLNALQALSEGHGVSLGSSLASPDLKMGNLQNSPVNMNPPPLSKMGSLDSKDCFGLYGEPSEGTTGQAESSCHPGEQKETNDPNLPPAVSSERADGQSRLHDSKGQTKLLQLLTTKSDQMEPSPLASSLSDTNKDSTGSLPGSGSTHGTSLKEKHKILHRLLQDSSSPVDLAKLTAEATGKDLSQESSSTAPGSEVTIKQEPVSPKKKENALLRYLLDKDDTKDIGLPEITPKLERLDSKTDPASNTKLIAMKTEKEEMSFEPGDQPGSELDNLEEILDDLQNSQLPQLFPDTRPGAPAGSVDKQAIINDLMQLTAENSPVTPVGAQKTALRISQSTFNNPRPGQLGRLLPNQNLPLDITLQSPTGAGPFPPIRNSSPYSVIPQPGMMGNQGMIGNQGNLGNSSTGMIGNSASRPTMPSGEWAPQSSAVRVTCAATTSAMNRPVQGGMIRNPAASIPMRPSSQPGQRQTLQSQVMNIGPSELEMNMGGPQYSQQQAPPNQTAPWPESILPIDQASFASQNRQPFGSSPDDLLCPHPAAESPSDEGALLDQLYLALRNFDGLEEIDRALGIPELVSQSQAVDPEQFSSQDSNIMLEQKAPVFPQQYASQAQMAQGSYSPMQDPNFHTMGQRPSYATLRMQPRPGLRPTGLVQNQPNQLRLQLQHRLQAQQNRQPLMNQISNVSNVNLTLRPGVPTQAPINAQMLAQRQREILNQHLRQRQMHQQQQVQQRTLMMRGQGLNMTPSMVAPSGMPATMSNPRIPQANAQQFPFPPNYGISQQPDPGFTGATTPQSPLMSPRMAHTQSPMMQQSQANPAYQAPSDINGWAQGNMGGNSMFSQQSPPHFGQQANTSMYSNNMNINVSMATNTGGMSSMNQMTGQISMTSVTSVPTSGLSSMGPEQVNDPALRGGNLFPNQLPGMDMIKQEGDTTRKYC
TWEAK-Fn14 inh: blocks TWEAK-Fn14 interaction in a reporter cell assay. AID 1159606. TWEAK-stimulated Fn14 reporter cells, luciferase luminescence, 8 h. 360,000 compounds, 2% hits. inhibition, % at 10 µM; in the data active = inhibition above about 50%
TRAIL sens C8: caspase-8 TRAIL sensitization | NB7+C8 cells + TRAIL, ATPlite viability luminescence | inhibition (viability loss, TRAIL sensitization), % at 10 µM | 360,000 compounds, 1% hits;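 active = compounds causing at least 50% loss of cell viability in the single-dose screen, relative to plate controls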
TROY signal inh: blocks TROY-dependent signaling in reporter cells; Q293 LMP1-TROYcd NF-kB luciferase reporter, 4 h; inhibition, % at 10 µM; 360,000 compounds, 0.98% hits; AID 1347056;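 active = compounds whose plate-normalised and pattern-corrected inhibition of the luciferase reporter signal at the single screening dose is 50% or more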
CF NFkB inh: blocks PAF-induced NF-kB reporter in cystic fibrosis cells | KKLEB NF-kB-GFP reporter, GFP fluorescence overnight | inhibition, % at 5 µM | 360,000 compounds, 0.86% hits | AID 588850;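 active = at least 50% inhibition at 5 µM, scaled per plate between neutral and stimulator controls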;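 also: PAF is a Pseudomonas aeruginosa culture filtrate used as stimulus; plate controls were PAF-stimulated DMSO wells for no effect and unstimulated DMSO wells for full effect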
KKLEB cytotox: reduces viability of KKLEB cystic fibrosis airway cells | KKLEB CF airway cells viability, ATPlite luminescence, overnight; active compounds read low; cells stimulated with P. aeruginosa culture filtrate | activity change (cytotoxicity), % at 5 µM | 360,000 compounds, 0.36% hits | AID 602141;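 active = corrected activity change at or below -50% at 5 µM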
Numbers without * were called inactive; . = no result given.

SMILES | SRC1 inh | NCOA3 inh | NR2F2 inh | LMP1 NFkB inh | LRH-1 inv ag | SRC2 inh | TWEAK-Fn14 inh | TRAIL sens C8 | TROY signal inh | CF NFkB inh | KKLEB cytotox
O=C(NC1CCCC1)C(c1cccs1)N(Cc1ccco1)C(=O)c1csnn1 (stereo not drawn) | -15 | 7 | -22 | 0 | -4 | -23 | 13 | -2 | -5 | -8 | 0
COCCN(CCOC)C(=O)CN1C(=O)NC2(CCCc3sccc32)C1=O (stereo not drawn) | -18 | -26 | -9 | -7 | -3 | 16 | 14 | -3 | 8 | 4 | -2
COc1ccc(N2CC(NS(=O)(=O)c3cccs3)CC2=O)cc1OC (stereo not drawn) | 3 | 5 | 13 | 4 | 5 | -20 | 8 | -2 | -1 | -14 | 2
COC(=O)c1ccc(NC(=O)c2ccc(NS(=O)(=O)c3cccc4cccnc34)cc2)cc1 | 6 | 7 | . | 13 | 8 | . | 3 | -3 | -12 | -17 | 7
Cc1ccccc1CCNC(=O)C1CCCN(c2cnccn2)C1 (stereo not drawn) | 4 | 11 | 3 | -3 | 0 | -11 | -2 | 5 | 5 | -8 | 5
O=S(=O)(c1cccc2cnccc12)N1CCNCC1 | -21 | 15 | 36 | 3 | 15 | 36 | -11 | -6 | 2 | 44 | -25
O/N=C(\c1ccccn1)C1CC1c1ccccc1 (stereo not drawn) | -1 | -13 | -16 | -7 | -9 | 17 | -11 | 7 | 0 | 3 | 4
CCOc1ccc(-n2nc(C(=O)NC3CCCCC3)c3ccccc3c2=O)cc1 | 11 | -5 | 16 | -36 | -18 | -11 | -19 | 12 | 7 | 20 | -1
CCCc1cc(C(=O)NC2CCCN(Cc3ccccc3F)C2)no1 (stereo not drawn) | -13 | 21 | 5 | 4 | -1 | 9 | 2 | 19 | -5 | 18 | -1
Cc1nn(Cc2ccccc2)c(Cl)c1C(=O)OCc1nnc(-c2ccc(Cl)cc2)o1 | -5 | -2 | 5 | -3 | -4 | -11 | -24 | 2 | -13 | -5 | -4
COc1cc2c(C(F)(F)F)c(-c3ccsc3)oc(=O)c2cc1OC | -9 | 5 | -12 | -3 | -2 | -15 | -14 | 5 | -4 | -11 | -2
O=C(c1ccc(N2CCCC2)c([N+](=O)[O-])c1)N1CCN(CCO)CC1 | -10 | -2 | 5 | -3 | 5 | 7 | 6 | -8 | 4 | 2 | -5
COc1cccc(-c2cnc3c(NC=O)cc(-c4ccc(O)c(OC)c4)cn23)c1 | 11 | -8 | -45 | . | -6 | 0 | -5 | 14 | 10 | 26 | -13
CCCCn1c(N)c(N(CCOC)C(=O)c2cc(-c3ccccc3)nc3ccccc23)c(=O)[nH]c1=O | -12 | 6 | -7 | -3 | 9 | -2 | -6 | 0 | -7 | 10 | -36
O=C(Nc1ccccc1)C1=C(Nc2ccccc2)CSC1 | -3 | -7 | 12 | -8 | -4 | 4 | -7 | -10 | -1 | 18 | -25
Cc1ccc(Cn2nnc3c(=O)n(CC(=O)NCC4CCCO4)cnc32)cc1 (stereo not drawn) | -7 | 4 | -2 | 4 | -35 | 14 | 8 | 3 | 13 | 6 | -1
CCOc1cnc(-c2c(-c3ccccc3Cl)noc2C)o1 | 1 | 10 | -11 | -4 | 3 | 15 | -8 | -1 | 13 | 6 | -10
COc1ccc(C(=O)N/N=C/c2cccc3cccnc23)cc1 | 7 | 7 | -4 | 3 | -10 | -11 | 105* | 13 | . | 13 | 2
COc1cccc(C(=O)NC(C)c2ccc(Br)cc2)c1 (stereo not drawn) | 6 | 12 | 11 | -12 | -4 | -22 | -7 | -12 | 2 | 6 | 5
NS(=O)(=O)c1ccc(CCNC(=O)c2ccccc2-c2ccccc2)cc1 | 1 | -11 | -5 | 1 | 5 | -19 | 13 | -5 | 2 | -7 | 8
COc1ccc(NC(=O)Cn2nnc(C(=O)NCc3ccccc3)c2N)cc1Cl | -4 | -38 | -3 | 3 | 4 | -11 | -15 | 6 | 0 | 17 | -11
CCOc1cc(C2C(C#N)=C(N)OC(C)=C2C(C)=O)cc(Br)c1O (stereo not drawn) | -1 | 4 | 7 | 0 | 5 | 16 | 14 | -13 | 6 | 13 | 2
CCCN1CCN(CCCNC(=O)Cn2nc(-c3ccccc3)ccc2=O)CC1 | -11 | 14 | 10 | -3 | -15 | 15 | 0 | -3 | 5 | -10 | 2

Quoted from above (4 entries):
SMILES | SRC1 inh | NCOA3 inh | NR2F2 inh | LMP1 NFkB inh | LRH-1 inv ag | SRC2 inh | TWEAK-Fn14 inh | TRAIL sens C8 | TROY signal inh | CF NFkB inh | KKLEB cytotox
O=C(NC1CCCC1)C(c1cccs1)N(Cc1ccco1)C(=O)c1csnn1 (stereo not drawn) | -15 | 7 | -22 | 0 | -4 | -23 | 13 | -2 | -5 | -8 | 0
COCCN(CCOC)C(=O)CN1C(=O)NC2(CCCc3sccc32)C1=O (stereo not drawn) | -18 | -26 | -9 | -7 | -3 | 16 | 14 | -3 | 8 | 4 | -2
COc1ccc(N2CC(NS(=O)(=O)c3cccs3)CC2=O)cc1OC (stereo not drawn) | 3 | 5 | 13 | 4 | 5 | -20 | 8 | -2 | -1 | -14 | 2
COC(=O)c1ccc(NC(=O)c2ccc(NS(=O)(=O)c3cccc4cccnc34)cc2)cc1 | 6 | 7 | . | 13 | 8 | . | 3 | -3 | -12 | -17 | 7

Filtered by structure, those above with a thiophene ring, fused or not
SMILES | SRC1 inh | NCOA3 inh | NR2F2 inh | LMP1 NFkB inh | LRH-1 inv ag | SRC2 inh | TWEAK-Fn14 inh | TRAIL sens C8 | TROY signal inh | CF NFkB inh | KKLEB cytotox
O=C(NC1CCCC1)C(c1cccs1)N(Cc1ccco1)C(=O)c1csnn1 (stereo not drawn) | -15 | 7 | -22 | 0 | -4 | -23 | 13 | -2 | -5 | -8 | 0
COCCN(CCOC)C(=O)CN1C(=O)NC2(CCCc3sccc32)C1=O (stereo not drawn) | -18 | -26 | -9 | -7 | -3 | 16 | 14 | -3 | 8 | 4 | -2
COc1ccc(N2CC(NS(=O)(=O)c3cccs3)CC2=O)cc1OC (stereo not drawn) | 3 | 5 | 13 | 4 | 5 | -20 | 8 | -2 | -1 | -14 | 2
COc1cc2c(C(F)(F)F)c(-c3ccsc3)oc(=O)c2cc1OC | -9 | 5 | -12 | -3 | -2 | -15 | -14 | 5 | -4 | -11 | -2
